# Screening data: PubChem BioAssay, National Center for Advancing Translational Sciences (NCATS)
# Pol kappa inh – blocks human DNA polymerase kappa activity | Q9UBT6 | purified Pol kappa, fluorescent DNA synthesis assay, 10 min | Potency, µM (series often up to 107 µM), for the others: at the top dose activity, negative = inhibition, hits mostly inhibitors | hit rate 0.53% among 400,000 | AID 588579; further: potency means the concentration at half of the fitted maximal effect; on the % scale 0 is the no-effect control and ±100 the full control effect
# Target sequence (Q9UBT6 whole entry, looked up): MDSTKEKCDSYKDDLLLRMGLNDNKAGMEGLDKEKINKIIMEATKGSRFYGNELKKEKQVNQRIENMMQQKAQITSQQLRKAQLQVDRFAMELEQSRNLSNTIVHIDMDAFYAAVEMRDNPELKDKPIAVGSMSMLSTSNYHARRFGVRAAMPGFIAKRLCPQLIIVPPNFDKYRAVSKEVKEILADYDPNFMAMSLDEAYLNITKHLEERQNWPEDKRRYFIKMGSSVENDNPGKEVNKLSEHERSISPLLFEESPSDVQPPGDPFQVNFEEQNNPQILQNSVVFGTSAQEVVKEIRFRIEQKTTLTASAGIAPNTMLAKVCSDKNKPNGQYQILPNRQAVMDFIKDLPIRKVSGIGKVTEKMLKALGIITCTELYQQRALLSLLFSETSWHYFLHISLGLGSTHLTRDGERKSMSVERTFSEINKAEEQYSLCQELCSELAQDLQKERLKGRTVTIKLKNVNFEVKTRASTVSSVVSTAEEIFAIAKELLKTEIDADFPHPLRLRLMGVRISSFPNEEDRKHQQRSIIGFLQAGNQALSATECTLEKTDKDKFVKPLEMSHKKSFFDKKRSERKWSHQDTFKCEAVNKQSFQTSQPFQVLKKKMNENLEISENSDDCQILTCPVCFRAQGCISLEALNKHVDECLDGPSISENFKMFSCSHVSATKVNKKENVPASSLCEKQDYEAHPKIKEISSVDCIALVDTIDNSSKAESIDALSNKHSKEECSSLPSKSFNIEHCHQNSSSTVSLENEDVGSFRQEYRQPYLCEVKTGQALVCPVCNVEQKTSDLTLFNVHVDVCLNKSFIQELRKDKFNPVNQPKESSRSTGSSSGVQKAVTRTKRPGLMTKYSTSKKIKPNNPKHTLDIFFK
#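 50 nM final substrate added after 15 min RT preincubation of 10 nM Pol kappa with compound; fluorescence read at 0 and 10 min.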
# APE1 inh – APE1 (human) endonuclease inhibition; AID 2517; Potency, µM (titrated, usually from 65.8 µM), for inactives: top-dose activity change, negative = inhibition, most hits filed as inhibitors; hit rate 0.35% among 350,000; recombinant APE1, TAMRA/BHQ-2 abasic DNA cleavage fluorescence; P27695;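 further: potency means the concentration at half of the fitted maximal effect; plate controls were vehicle for no effect and reference inhibitor for full effect; nearly all actives have a fitted effect of over 55% in size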
#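 Incision of a quenched TAMRA/BHQ-2 THF abasic-site duplex (50 nM) by 0.75 nM APE1, after 15 min compound preincubation, measured as fluorescence increase over three 60 s reads. Values normalized to buffer, DMSO and NSC13755 control wells.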
# Apoferritin bind – candidate novel general anesthetic via apoferritin binding; AID 485281; apoferritin/1-aminoanthracene competitive binding, fluorescence; Potency, µM (titrated, usually from 77.5 µM), for the others: at the highest dose activity change, negative = displacement, most hits filed as inhibitors; P02791; hit rate 0.074% among 350,000; further: potency means the concentration at half of the fitted maximal effect; on the % scale 0 is the no-effect control and ±100 the full control effect; nearly all actives have a fitted effect of over 20% in size
# Target sequence (P02791 2-175 limits assumed): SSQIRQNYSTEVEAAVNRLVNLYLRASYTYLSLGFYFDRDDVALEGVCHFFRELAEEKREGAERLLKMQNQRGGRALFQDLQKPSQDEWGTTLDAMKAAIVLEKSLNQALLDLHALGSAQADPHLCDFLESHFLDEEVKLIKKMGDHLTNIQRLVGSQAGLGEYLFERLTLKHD
#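 Read-out: endpoint 1-AMA fluorescence, excitation 380 nm and emission 535 nm, after compounds sit 10 min at room temperature with 10 uM horse-spleen apoferritin in 50% saturated 1-AMA/PBS. Values come from four-parameter Hill fits.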
# Pol eta inh – blocks human DNA polymerase eta activity; Q9Y253; recombinant Pol eta, fluorescent DNA replication assay; Potency, µM (series often up to 114 µM), inactives show top-dose activity change, negative = inhibition, actives largely listed as inhibitors; hit rate 1.2% among 390,000; AID 588591; further: potency means the concentration at half of the fitted maximal effect; on the % scale 0 is the no-effect control and ±100 the full control effect
#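 Fluorescent replication assay: 50 nM final substrate added after a 15 min room-temperature compound preincubation with 10 nM enzyme. Signal taken at 0 min and again at 10 min.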
# Glioma ERSR ind – inducers of ER stress response in human glioma cells | Potency, µM, for the others: at the top dose activation, usual class: activators | U87-MG GRP78 promoter luciferase reporter, 16 h | hit rate 0.02% among 420,000 | AID 602332; further: potency means the concentration at half of the fitted maximal effect; series mostly up to about 76 µM; % of control where 0% means no effect; nearly all actives have a fitted effect of over 35% in size
#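 Stably transfected U87-MG human glioma cells carrying a GRP78-based luminescent sensor were seeded at 1000 cells/well, pin-dosed with compounds and incubated 16 h. Luciferase reagent was then added, and end-point luminescence was read after 10 min at room temperature.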
# BLM inh – Bloom syndrome helicase (human) inhibition; recombinant BLM DNA unwinding, fluorescence dequenching; hit rate 0.2% among 350,000; Potency, µM (doses to about 56.1 µM), for inactives: top-dose activity change, negative = inhibition, hits mostly inhibitors;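 further: potency means the concentration at half of the fitted maximal effect; plate controls were vehicle for no effect and no enzyme for full effect; nearly all actives have a fitted effect of over 35% in size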
# LDHA inh – blocks human lactate dehydrogenase A | P00338 | activity change, % (values are at about 110 or 230 µM) | AID 1347041 | hit rate 0.15% among 480,000 | purified LDHA, NADH/diaphorase-resazurin fluorescence; hits give low values; in the data active means activity change below about -30%; inconclusive means mostly about -25% to -30%;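 further: plate controls were DMSO wells for no effect and wells without enzyme for full effect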
#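 Remaining NADH was detected by diaphorase (0.133 mg/mL) converting 37 µM resazurin to fluorescent resorufin, read at 0 and 20 minutes. The preceding 5-minute room-temperature reaction used 2 nM LDHA, 0.2 mM sodium pyruvate and 0.06 mM NADH at pH 7.4.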
# POLI inh – inhibitors of human DNA polymerase iota | hit rate 1% among 390,000 | Pol iota fluorescent replication assay, 10 min | Q9UNA4 | Potency, µM (titrated, usually from 115 µM), for inactives: top-dose activity, negative = inhibition, usual class: inhibitors | AID 588590; further: potency means the concentration at half of the fitted maximal effect
#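 Pol iota at 10 nM preincubated 15 min with compounds at room temperature; reaction started with fluorescent substrate, 50 nM final. Fluorescence read kinetically at 0 and 10 min; buffer-only wells as negative control.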
# POLB inh – DNA polymerase beta (human) inhibition | Potency, µM (top dose mostly 114 µM), without a hit: top-dose activity change, negative = inhibition, hits mostly inhibitors | P06746 | hit rate 1.3% among 340,000 | Pol beta primer extension/strand displacement, fluorescence kinetic | AID 485314; further: potency means the concentration at half of the fitted maximal effect; on the % scale 0 is the no-effect control and ±100 the full control effect
#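 Preincubation: enzyme (10 nM) with compound, 15 min, RT. Reaction: substrate added to 50 nM final. Reads: 0 and 10 min. Analysis: normalized, Hill fit.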
# * = called active by the depositor; ? = inconclusive; / = not tested or not shown; [ ] = remark or other dose. Unless noted, the call rests on the fitted dose curve; in most records, active means well fitted curve in the direction sought with a large enough effect; inconclusive means small, poorly fitted or top-dose-only effect, or another doubt; inactive means no such curve, though single readings can be large; an effect the other way counts as inactive or inconclusive.
SMILES | Pol kappa inh | APE1 inh | Apoferritin bind | Pol eta inh | Glioma ERSR ind | BLM inh | LDHA inh | POLI inh | POLB inh
O=C(c1ccc(Cl)c([N+](=O)[O-])c1)N(Cc1ccc(Cl)cc1)C1CCS(=O)(=O)C1 (stereo unspecified) | 0.9% | ? | -14.7% | -16.3% | -1.6% | -1.2% | -1.0 | -10.1% | -0.3%
Cc1nc2ccc(C(=O)N3CCCC(CO)(Cc4ccc(F)cc4F)C3)cc2nc1C (stereo unspecified) | 12.8% | -6.2% | -22.8% | -7.7% | -6.2% | -0.9% | -1.0 | -2.6% | -0.7%
O=C(CNC(=S)N(Cc1ccccc1Cl)C1CCCC1)NCCCN1CCOCC1 | -16.0% | 0.6% | -6.3% | -10.0% | -6.0% | 2.1% | -2.6 | 82.5%[activator] | 1.9%
CC1CCCN(C(=O)c2cc3c(Cl)nc4ccccc4c3s2)C1 (stereo unspecified) | -5.4% | / | ? | -25.2% | -2.3% | 0.5% | -3.2 | 2.8% | -18.3%
CC(=O)n1nc(-c2ccccc2)cc1-c1ccccc1 | -6.5% | / | / | -15.0% | 2.4% | / | 5.7 | -20.9%[58.9 µM] | /
Cc1[nH]c(=O)[nH]c(=O)c1S(=O)(=O)N1CCC(C(=O)N2CCN(Cc3ccccc3)CC2)CC1 | 0.3% | 1.4% | -4.6% | -19.1% | -3.3% | 0.6% | -1.5 | 1.5% | 0.3%
C=CCN=c1sc(C(=O)OC)cc(=O)n1CC=C | -6.6% | -3.1% | -22.6% | -3.8% | -3.5% | -2.2% | 0.5 | 5.2% | 23.1%
O=C(COc1ccccc1F)Nc1ccc(C(=O)OCc2cc(=O)n3nc(C4CC4)sc3n2)cc1 | -15.1%[60.1 µM] | / | 2.7% | -12.0% | -3.8% | -2.7% | 0.0 | -3.4% | 6.6%
c1ccc(COc2ccc(OCCN3CCCCC3)cc2)cc1 | -11.3% | -7.0% | ? | 0.7% | -2.0% | 2.6% | -10.2 | 13.1% | -10.6%
COc1ccc(-c2nc3cc(NC(=O)CSc4ccc(C)cc4)ccc3o2)cc1 | -2.5% | / | -9.1% | / | / | -4.8% | 1.3 | 28.9% | ?
O=C1/C(=C/c2cccs2)COc2ccccc21 | -2.9% | 0.9% | -12.7% | -3.9% | 6.9% | -5.4% | -2.5 | 12.3% | 23.2%
Cn1c(C(=O)N2CCC(C(=O)N3CCN(c4ccccc4)CC3)CC2)cc2sccc21 | 1.0% | / | 1.3% | -9.9% | -2.8% | -1.8% | -4.1 | 3.4% | 32.8%
Cc1ccc(NC(=O)CSc2nnc(-c3cc4occc4n3C)n2-c2ccccc2C)c(C)c1 | -10.8% | / | 13.3% | -17.3% | -2.9% | -8.5% | -15.2 | 5.9% | 19.7%
COc1ccc(O)c(C(=O)c2cnc3c(c2)CN(C)C(=O)N3)c1 | -1.0% | -0.8% | -9.0% | 2.5% | 5.7% | 1.2% | 3.4 | 12.4% | 7.9%
CCOC(=O)c1c(S(=O)(=O)NCC(=O)Nc2cccc(C)c2C)c(C)n(C)c1C | 13.0% | 75.5% | -1.8% | -3.1% | 1.3% | 1.3% | -1.6 | 25.6% | 2.5%
C=CCN1C(=O)C(CC(=O)NCC)SC1=Nc1ccccc1CC (stereo unspecified) | -10.1% | 5.2% | -3.9% | 0.3% | -2.1% | -3.9% | -2.5 | 93.8%[activator] | 26.7%
C#CC[N+](C)(C)CCCCCCCCC | -7.1% | 3.9% | 7.4% | -10.5% | -1.0% | -4.3% | -11.8 | 2.3% | 72.2%
CCc1cc(=O)oc2cc(O[C@@H]3O[C@H](CO)[C@@H](O)[C@H](O)[C@H]3O)c(Cl)cc12 | -4.0%[60.1 µM] | 15.9% | -0.1% | -10.1% | -1.9% | -2.8% | -0.1 | 34.3%[activator] | 9.7%
N#CCCS(=O)(=O)c1nnnn1-c1ccccc1 | / | 0.6% | -8.2% | / | / | -3.2% | / | / | 46.3%
N#Cc1ccc(OCc2noc(-c3ccsc3)n2)cc1 | 1.9% | -2.3% | 4.2% | -9.2% | -7.5% | -6.2% | -9.7 | 50.7%[activator] | -14.4%
O=C(NNC1CC(=O)N(c2cccc(Cl)c2)C1=O)c1cccs1 (stereo unspecified) | -2.0% | 1.0% | -9.4% | -14.7% | -2.5% | -4.0% | 0.0 | 79.2%[activator] | -1.4%
COc1ccc(-c2nnc(SCC(=O)NC3CC3)o2)cc1 | 0.0% | 13.8% | / | -4.1% | 3.8% | / | -11.0 | -7.6% | /
CCOc1ccc(OCC)c(NC(=O)C(NS(=O)(=O)c2cccs2)c2ccccc2)c1 (stereo unspecified) | 10.5% | / | -4.3% | -11.8% | -1.0% | -10.1% | 8.8 | -27.4% | 0.1%
CCOC(=O)c1ccccc1NC(=O)COC | 6.6% | -1.3% | -8.0% | -15.2% | 0.8% | -0.7% | 1.6 | -5.0% | -0.4%
CCOc1ccc(NC(=O)C2CC(=O)N(CC)C(=Nc3ccc4c(c3)OCO4)S2)cc1 (stereo unspecified) | -10.9% | -1.9% | -11.8% | 2.2% | -3.6% | -4.9% | 0.5 | 23.7% | -12.3%
Cc1ccc(Nc2nc(N)nc(CSc3nccn3C)n2)c(C)c1 | -21.4% | -0.7% | -3.3% | -14.4% | 2.0% | 1.6% | -2.7 | 8.5% | -0.9%
NC(=S)Nc1ncc(C(F)(F)F)cc1Cl | -1.2% | -7.6% | -13.4% | 3.3% | -2.4% | -12.4% | -6.9 | 9.1% | 3.8%
CCC(=O)c1cc(F)c(N2CCN(S(=O)(=O)c3ccccc3)CC2)cc1C | -0.9% | -7.6% | -12.0% | -11.5% | -4.7% | -6.4% | -4.7 | -15.3% | 2.3%
CCOc1ccc(CC(=O)NNC(=O)NC2CCCCC2)cc1 | -4.6% | 3.6% | -7.6% | -8.5% | -2.7% | -0.2% | -0.7 | 27.6% | 2.6%
CCCN(CCC)C1=CC(=[N+]2CCCC2)CC(C)(C)C1 | -11.5% | 17.4% | -6.4% | -16.5% | -6.8% | 5.8% | -24.3 | 18.0% | 33.5%
CCCCn1cnc2c(Sc3c([N+](=O)[O-])ncn3C)nc(N)nc21 | 7.2% | / | / | -6.5% | 5.4% | / | -4.4 | ? | /
Cn1c2ccccc2c2c(=O)oc3ccccc3c21 | 9.4% | -20.8% | / | -29.0% | -2.2% | / | -0.9 | ? | /
COc1cc(/C=C/C(=O)OCC(=O)N2CCN(S(=O)(=O)c3ccc(C)cc3C)CC2)ccc1OC(F)F | -3.7% | / | / | -5.7% | -1.4% | / | -10.4 | -11.6% | /
C#CC(CO)N(CCN(Cc1ccccc1)C(C#C)CO)Cc1ccccc1 (stereo unspecified) | -4.5% | 11.1% | 9.8% | ? | -5.7% | -6.3% | 4.6 | 10.0% | 15.3%
CSCCC(NC(N)=O)C(=O)NCC1CCCCC1 (stereo unspecified) | -14.4% | 3.6% | -2.7% | -16.2% | 3.3% | -2.3% | -4.2 | 5.4% | -26.9%
CCCc1nc(SCc2cc(=O)c3ccc(C)c(C)c3[nH]2)n[nH]1 | -13.8%[60.1 µM] | / | 53.1%[activator] | -10.2% | -3.7% | 3.2% | -1.0 | -7.5% | -1.3%
CCOC(=O)C1CCCN(C(=O)CSc2ccc(NC(C)=O)cc2)C1 (stereo unspecified) | -8.7% | 0.7% | -10.2% | -25.2% | -0.1% | -7.6% | -3.9 | 48.3%[activator] | -18.2%
CON(c1nc(Cl)nc(N(C)C)n1)S(=O)(=O)c1ccc(C)cc1 | -3.3% | 78.5%[activator] | -5.8% | -9.0% | -2.6% | 2.7% | -8.3 | 10.7% | 1.5%
CCN1C(=O)[C@@H]2[C@@H](c3ccc(SC4CCCCC4)c(OC)c3)N3CCC[C@@]3(C(=O)OC)[C@@H]2C1=O | 0.0% | -30.4% | / | -12.5% | -1.7% | / | -1.6 | -3.7% | /
Nc1nc(Cl)cc(N2CCOCC2)n1 | -1.7% | -6.6% | -6.4% | -6.9% | 13.1% | 2.0% | -5.5 | 7.2% | 34.5%
CCOC(=O)C1(Cc2ccc(OC)cc2)CCN(C(=O)Cn2cnnn2)CC1 | -9.7% | 0.6% | -0.3% | -13.2% | 3.8% | -2.1% | -0.2 | 52.1%[activator] | -14.8%
COCC(C)n1c(SCc2ccc(C(=O)OC)o2)nc2ccccc2c1=O (stereo unspecified) | -10.9% | -1.9% | -4.2% | -13.8% | -3.5% | -0.2% | -1.1 | -9.9% | ?
O=C(Nc1cc(Cl)ccc1-n1cncn1)c1cccc(S(=O)(=O)N2CCOCC2)c1 | -5.0% | -8.8% | / | -8.8% | -4.9% | / | -4.0 | -2.4% | /
Cc1cccc(CC(=O)NC2CCCCCC2)c1 | -13.7% | 13.0% | ? | -15.8% | ? | -1.5% | -3.3 | 1.9% | 1.6%
COc1ccc([N+](=O)[O-])cc1NC(=O)Cc1ccc(C)cc1 | -19.8% | 4.2% | -6.7% | -9.5% | -1.0% | -9.5% | -1.9 | 2.2% | 10.3%
C/C(=N\NC(=S)NCc1ccccc1)c1ccc(C#N)cc1 | -1.5% | -9.6% | -18.4% | -17.5% | -1.1% | -1.7% | 0.0 | 10.9% | 15.8%
COc1ccc(N2C(=O)CC(NNC(=O)c3ccc(Br)s3)C2=O)cc1 (stereo unspecified) | 3.3% | 3.4% | -18.4% | -7.7% | 3.5% | -2.1% | -8.7 | 99.9%[activator] | 1.5%

# Not all compounds are listed; the hit share may differ from the screen's.
